Compound activity as filed in PubChem.
SIAE inh: blocks human sialic acid acetylesterase; inhibition, % at 9.66 µM; hit rate 0.69% among 370,000; SIAE FP-Rh probe binding, fluorescence polarization; Q9HAT2;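 active = inhibition above a cutoff: mean of compounds within the control limits plus 3 SD of those, cut at about 17% in these data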;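 note: 0% = plate median of compound wells and 100% = probe without SIAE protein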
HTRA1 inhibitor: HTRA1 (human) protease inhibition. Q92743. recombinant HTRA1, FP-rhodamine activity-based probe, fluorescence polarization. inhibition, % at 5.96 µM. hit rate 0.5% among 340,000; in the data active = inhibition above about 36%;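 note: 0% = enzyme with DMSO and 100% = wells lacking enzyme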
NPR1 activator: GC-A (human) enzyme activation | hit rate 0.14% among 370,000 | HEK293 GC-A cells, cGMP TR-FRET, EC30 ANP; 0% at EC30 ANP, 100% saturating ANP | activation, % at 10 µM | AID 1671463; in the data active = activation above about 40%
ABHD4 inh: ABHD4 (mouse) inhibition, primary FP screen; hit rate 0.54% among 370,000; inhibition, % at 8.92 µM; Q8VD66; purified mABHD4, FP-Rh probe fluorescence polarization;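 active = inhibition exceeding the mean over every tested compound plus 3 SD, cut at about 30% in these data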;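 note: 0% = plate median of compound wells and 100% = S159A mutant with DMSO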
Target sequence (Q8VD66 whole entry, looked up): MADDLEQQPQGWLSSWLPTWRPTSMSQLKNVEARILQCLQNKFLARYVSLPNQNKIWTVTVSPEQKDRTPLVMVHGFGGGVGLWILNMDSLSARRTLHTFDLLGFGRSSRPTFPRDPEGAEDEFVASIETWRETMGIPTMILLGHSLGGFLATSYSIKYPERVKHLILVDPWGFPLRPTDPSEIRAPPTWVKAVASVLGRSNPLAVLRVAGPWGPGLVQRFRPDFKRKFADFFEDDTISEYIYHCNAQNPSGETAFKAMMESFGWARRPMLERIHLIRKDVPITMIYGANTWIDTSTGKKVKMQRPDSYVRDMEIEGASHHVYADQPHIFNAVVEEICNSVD
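Assay system: Wild-type mouse ABHD4 protein | Medium: HEPES pH 7.0 buffer, 150 mM NaCl, 0.01% Pluronic F-127 | Incubation: Enzyme–compound pre-incubation 45 min, then probe 60 min, both 25 °C | Technique: Fluorescence polarization with parallel and perpendicular emission, 525/598 nm | Evaluation: % inhibition of FP-Rh probe binding versus controls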
TCR CD3 inh: human TCR-CD3 binding inhibition; hit rate 0.37% among 360,000; inhibition, % at 9.4 µM; TAMRA-labeled TCR probe fluorescence, biochemical; in the data active = inhibition above about 19%;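 note: recombinant mutant TCR 2C K166C tagged with TAMRA read by polarization; 0% = receptor in buffer alone and 100% = receptor with positive control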
rCAG binder: binds r(CAG) RNA repeats | hit rate 1.3% among 370,000 | inhibition, % at 3 µM | r(CAG) RNA repeat, TO-PRO-1 dye displacement fluorescence;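 active = inhibition above the plate cutoff, the mean of all test compounds on that plate plus 3 SD, cut at about 35% in these data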;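 note: 0% = DMSO alone and 100% = 100 µM mitoxantrone as full dye displacement; higher means more dye released from RNA so lower well fluorescence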
MBD2 DNA inh: inhibitors of human MBD2 binding to methylated oligonucleotide; Q9UBB5; TR-FRET; inhibition, % at 4.4 µM; hit rate 0.31% among 370,000; in the data active = inhibition above about 13%
PRMT1 FP inh: blocks human protein arginine methyltransferase 1. inhibition, % at 2.79 µM. recombinant PRMT1, activity-based probe fluorescence polarization. Q99873. hit rate 1.3% among 370,000;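 active = inhibition above about 21% made by adding two undisclosed values, limit read from the data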
Target sequence (Q99873 whole entry, looked up): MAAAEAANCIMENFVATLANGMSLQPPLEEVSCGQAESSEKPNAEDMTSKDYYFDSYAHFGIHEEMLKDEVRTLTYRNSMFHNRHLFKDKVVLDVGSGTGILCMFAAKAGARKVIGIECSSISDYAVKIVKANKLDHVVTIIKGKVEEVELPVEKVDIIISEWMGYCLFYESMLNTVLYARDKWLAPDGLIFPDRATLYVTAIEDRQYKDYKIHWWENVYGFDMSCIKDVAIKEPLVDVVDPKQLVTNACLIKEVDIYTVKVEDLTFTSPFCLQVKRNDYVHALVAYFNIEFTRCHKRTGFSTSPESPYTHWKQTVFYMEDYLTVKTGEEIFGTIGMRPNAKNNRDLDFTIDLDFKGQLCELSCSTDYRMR
UHRF1 binding: blocks human UHRF1 binding to methylated DNA. Q96T88. UHRF1 binding to methylated oligo, TR-FRET. inhibition, % at 4.4 µM. hit rate 0.75% among 370,000. AID 687016; in the data active = inhibition above about 21%;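 note: UHRF1 SRA domain binding a hemimethylated CpG hairpin DNA probe; 0% = median of test compound wells and 100% = reference inhibitor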
NPR2 activator: GC-B (human) receptor activation. HEK293-GC-B cells, CNP EC30, cGMP TR-FRET; 0% at EC30 CNP, 100% saturating CNP. P20594. activation, % at 10 µM. hit rate 0.11% among 370,000;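 active = activation at 10 µM reaching about 35% in either raw or pattern-adjusted values, limit read from the data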
* hit, by the source's call; . = no result given. These rows are one share of the data; the hit share may differ from the screen's.

Structure,SIAE inh,HTRA1 inhibitor,NPR1 activator,ABHD4 inh,TCR CD3 inh,rCAG binder,MBD2 DNA inh,PRMT1 FP inh,UHRF1 binding,NPR2 activator
CCOc1cc(CNn2cnnc2)cc(Cl)c1OCC(=O)NC(C)(C)C,10,-10,2,1,0,-9,2,-4,-3,1
Cc1nc2nc(-c3cccnc3)[nH]n2c(=O)c1C,-1,-1,-3,-6,1,1,3,-2,2,3
CSc1nnnn1CCn1nnnc1SC,-1,2,6,2,2,2,2,-2,1,2
Cc1ncc(CO)n1Cc1ccc(Cl)cc1,-5,5,1,6,1,1,2,2,18,2
CCOc1ccc(NC(=S)NNC(=S)Nc2cccc(C(F)(F)F)c2)cc1,2,18,4,-1,-6,38*,5,7,0,3
CN(c1cccc(NS(=O)(=O)c2cccs2)c1)S(C)(=O)=O,-1,8,-1,5,1,2,0,2,6,4
C=C(C)COc1ccc(-c2ncncc2-c2ccc(OC)cc2)c(O)c1,-4,-13,2,-7,6,-4,3,2,0,1
CCCN(CC(=O)Nc1ccc(F)c(F)c1F)Cc1cc(=O)n2ccsc2n1,-6,7,0,0,5,-4,-4,-2,0,1
O=C(Nc1ccccc1F)c1cc(C(=O)Nc2ccccc2F)cc([N+](=O)[O-])c1,0,-4,16,2,-5,1,1,0,-4,8
O=C(c1ccccc1)N1CCN(c2cc(Cl)nc3cc(-c4cccc(Cl)c4)nn23)CC1,-22,-62,-6,-3,4,5,-1,0,2,-2
O=C(NC(=S)NCC1CCCO1)c1cccs1 (stereo not given),2,-5,3,2,5,-1,-8,0,-2,9
COC(=O)c1ccc(N2CCN(C)CC2)c(NC(=O)c2sc3ccccc3c2Cl)c1,-2,-30,-4,0,4,0,0,0,1,-7
COc1ccc(/C=N/NC(=O)c2cccc(Br)c2)cc1Cn1cc(Cl)cn1,-4,-36,0,-14,-6,6,-3,1,2,2
O=C1/C(=C\c2ccncc2)SC(=S)N1C1CCCCC1,-10,3,-11,2,0,1,-2,4,2,-5
N/C(=N\c1nc2ccccc2o1)NC(=O)C(Cc1ccccc1)N1C(=O)c2ccccc2C1=O (stereo not given),-28,-51,8,-9,-1,14,-4,-2,-1,-2
CC(C)c1nnc(NC(=O)c2ccc3c(c2)OCO3)s1,1,0,6,5,5,-2,0,2,3,0
Cc1ccc(S(=O)(=O)N2CCN(c3ccc([N+](=O)[O-])c(Sc4nncn4C)c3)CC2)cc1,-1,-6,-14,5,4,3,-5,-2,0,-10
Cc1ccc(C)c(N2CCN(C(=S)Nc3ccc4nc(N5CCOCC5)cc(C)c4c3)CC2)c1,8,6,-7,7,13,3,-2,1,-2,-1
Cc1c(CCC(=O)NCCCn2ccnc2)c(=O)oc2cc3oc4c(c3cc12)CCCC4,-2,-9,2,-2,7,-3,0,-2,0,-5
CC(OC(=O)CCCC(=O)Nc1ccccc1)C(=O)c1ccccc1 (stereo not given),-8,2,0,-4,4,0,2,-3,2,-1
COCCNC(=O)CNC(=S)N(Cc1ccccc1)Cc1cccnc1,6,4,-1,-4,0,-1,1,-2,-2,6
CCOC(=O)C1CCCN(c2c(Nc3cc(C)cc(C)c3)c(=O)c2=O)C1 (stereo not given),4,8,-2,0,-3,-1,-1,-2,-2,-3
CCOc1cc(C2NC(=O)NC(c3ccccc3)=C2C(C)=O)ccc1OCC(N)=O (stereo not given),-5,6,-2,1,3,0,7,-3,-1,2
CC1OC23CCCCC2C(C#N)(C(=N)O3)C1(C#N)C#N (stereo not given),5,5,2,8,-3,-2,2,7,3,2
CC(=O)Nc1ccccc1C(=O)N1CCN(Cc2ccc3c(c2)OCO3)CC1,-3,10,-3,-9,-3,-1,7,1,4,-4
CN(C)S(=O)(=O)c1cccc(-c2nnc(SCc3cc(Cl)cc4c3OCOC4)n2N)c1,1,-6,1,6,2,6,3,10,-3,3
CCOCCOCCC(C(=O)O)P(=O)(c1ccccc1)c1ccccc1 (stereo not given),6,7,0,5,-3,-2,1,3,-1,-1
CCOC(=O)[C@]12CCC=C1N(Cc1ccc(Cl)cc1Cl)C(=O)[C@H](CC(=O)NCCCOC)C2,2,.,-4,-3,-5,5,-2,0,1,3
Cc1cccc2cc(CN(Cc3nnnn3C3CCCCC3)C3CCCC3)c3nnnn3c12,1,0,-7,-3,-7,1,1,-1,-1,-2
O=C(O)c1c[nH]c(=O)c2ccccc12,-3,-1,4,-4,2,2,4,-2,-2,3

Complete entries as entered above:
Cc1cccc2cc(CN(Cc3nnnn3C3CCCCC3)C3CCCC3)c3nnnn3c12 as listed: SIAE inh = 1; HTRA1 inhibitor = 0; NPR1 activator = -7; ABHD4 inh = -3; TCR CD3 inh = -7; rCAG binder = 1; MBD2 DNA inh = 1; PRMT1 FP inh = -1; UHRF1 binding = -1; NPR2 activator = -2
O=C(c1ccccc1)N1CCN(c2cc(Cl)nc3cc(-c4cccc(Cl)c4)nn23)CC1 as listed: SIAE inh = -22; HTRA1 inhibitor = -62; NPR1 activator = -6; ABHD4 inh = -3; TCR CD3 inh = 4; rCAG binder = 5; MBD2 DNA inh = -1; PRMT1 FP inh = 0; UHRF1 binding = 2; NPR2 activator = -2

More entries.
Structure,SIAE inh,HTRA1 inhibitor,NPR1 activator,ABHD4 inh,TCR CD3 inh,rCAG binder,MBD2 DNA inh,PRMT1 FP inh,UHRF1 binding,NPR2 activator
CC(=O)Nc1nnc(SCC(=O)c2ccc3c(c2)Cc2ccccc2-3)s1,-18,0,4,-8,4,10,-3,2,0,1
O=C(c1cc2cc([N+](=O)[O-])ccc2oc1=O)N1CCOCC1,1,6,4,-5,-1,-2,0,-1,3,9
C/C(=N/NC(=O)c1ccc(C(C)(C)C)cc1)c1ccccn1,2,-3,18,-1,-1,-2,-3,0,-4,19
N#CCCC1CCCC=C1N(Cc1ccccc1)C(=O)C(Cl)Cl (stereo not given),-10,.,-1,3,4,-3,3,4,4,-1
CCCCN1C(=O)CC(N2CCOCC2)C1=O (stereo not given),-2,2,2,-4,-7,-1,4,4,5,5
COc1ccc(C2C(C#N)=C(N)Oc3cc(N)ccc32)cc1OC (stereo not given),1,4,-1,20,2,10,-8,6,-3,0
C=C1CCC2[C@](C)(CO)[C@H](O)CC[C@@]2(C)[C@@H]1/C=C/C1=CCOC1=O (stereo not given in full),-8,1,2,0,2,-1,2,3,-1,5
COc1cccc(NC(=O)CN(C)C(=O)CCNC(=O)c2ccccc2Cl)c1,-4,-2,1,-5,-2,0,-5,-1,0,2
CN(C(=O)c1cccc(NC(=O)Cc2cccc(NC(=O)C3CCCN(C(=O)CCc4ccccc4)C3)c2)c1)C1CCC1 (stereo not given),-6,-9,0,-4,-4,11,-5,0,-2,0
COc1ccc(C(CNC(=O)c2cccc(S(=O)(=O)N3CCCCC3)c2)N2CCCC2)cc1 (stereo not given),0,-5,-2,2,5,1,-3,-4,-2,-2
CC1CCN(C(=O)Cn2ncc3c4ccccc4n(C)c3c2=O)CC1,-3,-1,2,2,-5,-3,-2,2,-2,3
C/C(CC(=O)Nc1cccc(C(F)(F)F)c1)=N\NC(=O)c1cnccn1,-3,1,-1,-11,2,2,-4,-2,-2,8
Cc1ccc(-c2onc3ccc(Cl)cc23)cc1,7,-5,0,-4,2,4,2,-1,-1,-1
O=C(Nc1ccccc1F)NC1CCCCCCC1,0,-10,1,-8,8,-5,2,-4,-1,-3
CCN(CC(=O)Nc1cc(Cl)ccc1OC)CC(=O)NC1CCS(=O)(=O)C1 (stereo not given),4,3,0,18,-11,-3,0,-4,3,6
C/C(=N/Nc1ncc(Br)cn1)c1ccc([N+](=O)[O-])cc1,2,1,-2,-2,-2,-4,-6,-1,-4,1
O=S1(=O)c2c(cccc2N2CCC[C@H]2CO)OCCCN1C1CC1,0,.,-1,6,.,3,4,7,1,1
O=C(NCCOc1ccccc1)c1ccccc1F,8,-2,4,0,-2,2,0,-2,1,-1
CCCCN1CC[C@H]2C=CC[C@@H](C(=O)Nc3ccc(Cl)c(C(F)(F)F)c3)[C@H]2C1=O,1,-12,2,-4,8,1,-2,-2,-3,2
NC(c1ccc(F)c(F)c1)c1nc(-c2ccc3ccccc3c2)cs1 (stereo not given),-2,.,0,-14,-3,3,-4,-4,0,2
S=c1ccc2ccccc2[nH]1,13,4,-1,-2,9,-1,-2,41*,-3,4
CCOC(=O)N1CCN(C(=O)c2csc3c2CCCCC3)CC1,-1,2,-1,2,-5,-5,7,-1,1,4
O=C(O)/C(=C\c1ccc(Cl)c([N+](=O)[O-])c1)c1ccc(S(=O)(=O)N2CCCC2)s1,-14,-16,1,20,8,71*,7,23*,5,-2
O=C(NC1CCCC1)C1CC(c2ccc(F)cc2)=NO1 (stereo not given),3,2,0,1,-7,3,-6,-6,-1,1
COc1cc(CCC(=O)OCC(=O)Nc2c(C)cccc2C(C)C)cc(OC)c1OC,0,5,4,4,-1,-6,2,-2,0,0
COc1cc2c(cc1NC(=O)CSc1nnc(-c3ccccc3F)n1-c1ccc(C)cc1)oc1ccccc12,4,.,0,-9,.,15,6,3,2,-8
CCc1nnc(NC(=O)CCC(=O)N2CCN(S(=O)(=O)c3cc(Cl)ccc3OC)CC2)s1,4,3,3,-1,6,-4,2,-3,0,-1
Cn1c(=O)c2c(ncn2Cc2cccc(Cl)c2)n(C)c1=O,1,-8,14,-4,-2,-5,0,-1,-1,1
COC(=O)C1(CCSC)NC(c2ccccc2F)C2C(=O)N(c3ccc4c(c3)OCCO4)C(=O)C21 (stereo not given),-9,-8,-1,-3,0,0,5,4,2,3
O=C(CN1CCN(Cc2ccc3c(c2)OCO3)CC1)Nc1ccc2c(c1)OCCO2,-1,-1,0,2,1,2,2,0,-2,-3
